PAFAH2 inh – PAFAH2 enzyme inhibitors, primary screen, biochemical, fluorescence polarization, human; Platelet-activating factor acetylhydrolase 2, cytoplasmic (Homo sapiens), Q99487; inhibition, % at 3.39 µM; recombinant PAFAH2, FP-rhodamine activity probe; AID 492956, 2010; 340,000 tested, 0.99% active;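 active = inhibition above the mean over all tested compounds plus 3 SD, cut at about 30% in these data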;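 note: inhibitors block probe labeling of enzyme so polarization drops; 0% = enzyme with DMSO and 100% = wells lacking PAFAH2 protein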
* = called active by the depositor. A portion of the library (hit frequency here may not be typical).

Start of the listing, in advance (2 entries):
SMILES	PAFAH2 inh
CCCCCCCCCCCCCCC[C@@H](O)[C@@H](N)CO	1
O=C1NC(=S)S/C1=C\C=C\c1ccc([N+](=O)[O-])o1	43*

Main list (from the top)
SMILES	PAFAH2 inh
CCCCCCCCCCCCCCC[C@@H](O)[C@@H](N)CO	1
O=C1NC(=S)S/C1=C\C=C\c1ccc([N+](=O)[O-])o1	43*
O=[N+]([O-])c1cncn1CCN1CCOCC1	6
